# High-throughput results from PubChem.
# HTR5A inv ag: counter-screen for OPRM1-OPRD1 inverse agonists: human HTR5A inverse agonism; P47898; HTR5A cell line, luminescence; inhibition, % at 9.3 µM; 0.083% of 340,000 active; AID 504634; in the data active = inhibition mostly above about 23%, no sharp cut-off; inactive = mostly below about 18%;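 note: 0% = cells with DMSO and 100% = no-cell wells with DMSO; some compounds called inactive have numbers as strong as hits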
# HTR5A ag ctr: activates human HTR5A in OPRM1-OPRD1 agonist counter-screen | P47898 | HTR5A agonist assay, luminescence, cell-based | activation, % at 9.3 µM | 0.61% of 340,000 active | AID 504692; in the data active = activation mostly above about 9.5%, no sharp cut-off; inactive = mostly below about 7.6%;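 note: 0% = cells with vehicle only and 100% = reference agonist; strong numbers were not always called active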
# MOR-DOR inv ag: inverse agonists of human mu-delta opioid receptor heterodimerization. P35372+P41143. cell-based MOR-DOR heterodimer luminescence, inverse agonism. inhibition, % at 9.3 µM. 0.21% of 340,000 active. AID 504357; in the data active = inhibition above about 22%, passing the limit was not always enough;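 note: 0% = cells with DMSO and 100% = wells without cells with DMSO; values of inactives mirror those of a sister screen read the other way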
# Target sequence (P35372 whole entry, looked up): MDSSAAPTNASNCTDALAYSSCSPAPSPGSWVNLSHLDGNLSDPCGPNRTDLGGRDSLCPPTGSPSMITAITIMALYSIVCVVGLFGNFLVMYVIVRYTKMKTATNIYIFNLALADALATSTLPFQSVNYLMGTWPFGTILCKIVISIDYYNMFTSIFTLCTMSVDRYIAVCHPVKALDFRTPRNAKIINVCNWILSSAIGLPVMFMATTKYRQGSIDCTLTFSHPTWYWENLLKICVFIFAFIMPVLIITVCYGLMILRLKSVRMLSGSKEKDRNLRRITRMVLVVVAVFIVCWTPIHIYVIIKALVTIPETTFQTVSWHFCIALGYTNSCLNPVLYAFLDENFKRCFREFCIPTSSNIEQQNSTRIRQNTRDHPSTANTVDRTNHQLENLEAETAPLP
# Target sequence (P41143 whole entry, looked up): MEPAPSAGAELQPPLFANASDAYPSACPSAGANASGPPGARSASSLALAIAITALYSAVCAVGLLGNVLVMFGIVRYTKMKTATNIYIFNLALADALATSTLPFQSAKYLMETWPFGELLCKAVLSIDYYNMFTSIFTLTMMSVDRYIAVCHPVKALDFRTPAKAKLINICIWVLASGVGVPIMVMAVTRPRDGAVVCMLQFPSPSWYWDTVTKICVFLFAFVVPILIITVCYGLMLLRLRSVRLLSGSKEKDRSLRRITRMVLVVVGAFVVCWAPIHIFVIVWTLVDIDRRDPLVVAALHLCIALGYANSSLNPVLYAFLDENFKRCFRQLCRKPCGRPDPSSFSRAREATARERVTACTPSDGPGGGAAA
# RTF Ca sens act: increases calcium sensitivity of human cardiac regulated thin filaments; P19429+P45379; 0.24% of 340,000 active; activation, % at 7.2 µM; IANBD-labeled TnC RTF fluorescence at EC20 calcium; 0% EC20 calcium, 100% full calcium; AID 493008;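 active = activation above the mean over all tested compounds plus 3 SD, cut at about 30% in these data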;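 note: rise in fluorescence read as greater calcium sensitivity of cardiac thin filaments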
# C-LANA FP: inhibitors of KSHV LANA C-terminal domain DNA binding | inhibition, % at 9 µM | MBP-C-LANA/FAM-LBS DNA binding, fluorescence polarization | AID 504423 | 0.078% of 340,000 active;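 active = highest replicate inhibition at or above 60% at 9 µM, even if other replicates fall short; inactive = all replicates below 60% inhibition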;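 note: 0% = neutral control wells and 100% = 4 µM acridine orange control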
# CAL PDZ FP: CAL PDZ (human) peptide binding inhibition | purified CAL PDZ, TMR-peptide fluorescence polarization, 1 h | 0.92% of 300,000 active | Q9HD26 | inhibition, % at 24.9 µM;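 active = mean inhibition of at least 30% with at least half of replicates also reaching 30%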;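 note: 0% = DMSO neutral control and 100% = excess unlabeled competitor peptide PRC23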
# V-ATPase pH: alters yeast V-ATPase proton transport; response, % at 10 µM; AID 504577; 0.37% of 350,000 active; S. cerevisiae, pHLuorin cytosolic pH fluorescence; in the data active = response mostly above about 7.3%, no sharp cut-off; inactive = mostly below about 5.4%; note: actives read high; inactives centre near 0; some compounds called inactive have numbers as strong as hits; reference of the scale not given here
# Keap1-Nrf2 PPI: inhibitors of human Keap1-Nrf2 protein-protein interaction; 0.15% of 340,000 active; AID 504523; Keap1 Kelch-Nrf2 peptide fluorescence polarization, 1536-well; Q14145; inhibition, % at 9.4 µM; in the data active = inhibition above about 12%;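 note: human Keap1 Kelch domain with fluorescein labeled Nrf2 9mer peptide probe; 0% = neutral control wells and 100% = peptide positive control; higher means more block of Keap1 binding to Nrf2 peptide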
# MOR-DOR ag: agonists of human mu-delta opioid receptor heterodimerization | P35372+P41143 | cells, OPRM1-OPRD1 heterodimerization, luminescence | activation, % at 9.3 µM | 0.3% of 340,000 active; in the data active = activation above about 18%;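 note: 0% = vehicle-treated cells and 100% = reference agonist; values of inactives mirror those of a sister screen read the other way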
# Cardiac RTF inh: cardiac RTF calcium desensitization | P19429+P45379 | IANBD-labeled cardiac RTF, Ca2+ fluorescence | inhibition, % at 7.15 µM | 0.12% of 340,000 active | AID 493244;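 active = inhibition above the mean inhibition of all tested compounds plus 3 SD, cut at about 17% in these data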;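 note: assay run at fixed EC70 calcium of 1.6 mM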
# * hit, by the source's call; nt = no result given.
SMILES,HTR5A inv ag,HTR5A ag ctr,MOR-DOR inv ag,RTF Ca sens act,C-LANA FP,CAL PDZ FP,V-ATPase pH,Keap1-Nrf2 PPI,MOR-DOR ag,Cardiac RTF inh
CN(Cc1cccs1)C(=O)c1ccc(S(=O)(=O)N2CCCCC2)cc1,9.1,-3.1,10.5,3.3,-1.9,-5.3,-1.2,4.6,-2.1,3.2
CCC(C)C(=O)Nc1nc(C)c(-c2csc(Nc3ccc(Cl)cc3)n2)s1 (configuration not stated),-6.9,2.6,-4.9,6.0,1.3,-3.0,0.4,-2.9,0.8,-12.7
Cc1ccc(S(=O)(=O)N2c3ccccc3CC2C)cc1 (configuration not stated),nt,nt,nt,nt,-0.7,4.9,1.1,1.6,nt,nt
Nc1nnc(N2CCCCCC2)s1,13.5,1.9,-3.0,2.3,0.5,nt,9.0,2.0,0.6,-11.1
COC(=O)c1cn(CC(=O)Nc2ccc(OC)cc2)c2ccccc12,-6.6,1.8,10.9,-1.7,-1.8,-0.5,2.7,-3.7,-2.4,0.5
O=C(Nc1ccccc1)OCCCCOC(=O)Nc1ccccc1,1.9,-0.6,3.0,2.3,2.0,nt,0.0,0.1,-0.6,1.7
O=C(c1ccc2c(c1)OCO2)N1CCNc2ccccc2C1,1.8,-0.8,13.6,1.6,-1.3,1.5,-3.5,-1.0,-2.7,-6.7
Cc1cccc2cc(C(c3nnnn3Cc3ccc4c(c3)OCO4)N3CCCC3)c(=O)[nH]c12 (configuration not stated),-1.8,0.6,3.3,9.7,0.0,0.3,1.5,-3.9,-0.6,-11.0
Cc1cc(Cl)cc2sc(=S)[nH]c12,-10.6,2.7,1.9,0.6,2.3,19.9,-3.0,1.3,-0.4,-2.3
COc1cc(C2NC(=O)NC(C)=C2C(=O)OC(C)C)ccc1OC(=O)c1ccco1 (configuration not stated),-7.2,0.9,8.0,3.5,-1.2,-0.9,2.9,-4.0,-1.4,-3.7
CCOc1c2ccc(C(=O)NCCc3cccs3)cc2nn1CC,20.1,1.3,9.9,18.1,-1.0,-4.1,2.5,-3.2,-1.8,-4.2
COc1cc(-c2ccc(NC(C)=O)c(OC)c2)ccc1NC(C)=O,9.0,-3.5,10.2,6.4,-0.3,0.3,6.5,-0.2,-2.1,-4.2
O=C1CCC(C(=O)OCc2cc(Cl)ccc2OC(F)F)N1 (configuration not stated),-11.6,-0.3,4.8,3.4,0.0,-0.3,4.7,-5.7,-0.9,-2.8
COc1ccc(NC(=O)c2cccc(Oc3ccccc3)c2)cn1,-6.0,2.5,-2.6,3.8,-1.3,-0.6,4.7,-8.2,0.5,-26.3
CN1C(=O)C(=O)/C(=C(/O)c2ccc(Br)cc2)C1c1ccc(F)cc1 (configuration not stated),1.1,-0.3,6.8,-2.0,0.8,5.4,0.1,4.6,-1.4,1.7
Cc1c(CCC(=O)O)c(=O)oc2c(C)c(OCc3ccccc3Cl)ccc12,6.0,-1.7,9.7,-4.4,1.0,-4.2,-3.7,3.7,-2.1,-0.6
CC(C)C(NS(=O)(=O)c1ccc2c(c1)oc(=O)n2C)C(=O)N1CCN(Cc2ccccc2)CC1 (configuration not stated),-2.1,0.7,7.2,-6.1,-0.4,nt,2.3,-3.2,-1.4,-5.9
CCOc1ccc(NC(=S)c2ccncc2)cc1,-10.5,3.9,-4.8,15.5,0.1,-4.1,3.6,-1.6,0.8,5.5
Nc1ccn(Cc2cccc(F)c2)n1,-8.8,1.1,3.5,10.4,-0.4,nt,0.9,-3.0,-0.7,-6.1
COc1cccc(N2CCN(c3ccc4nnc(CCC(=O)Nc5ccc(C)cn5)n4n3)CC2)c1,-27.1,7.2,16.5,-1.8,-0.5,-1.6,1.1,-1.0,-3.3,-0.2
O=[N+]([O-])c1ccc2oc(-c3ccccc3)nc2c1,8.3,-3.4,1.7,-5.0,1.4,0.5,-3.7,-2.5,-0.3,0.6
CCN(CC(=O)NCc1ccc(Cl)cc1)C(=O)c1cc(S(=O)(=O)NCc2ccccc2)ccc1C,10.7,-4.5,8.1,-0.5,0.0,-2.1,-3.8,0.6,-1.6,-0.8
CC(C)c1ccc(N2C(=O)C3C4C=CC(CC4)C3C2=O)cc1 (configuration not stated),-4.8,1.3,7.3,-4.1,1.1,-3.0,1.8,1.5,-1.4,0.6
Cc1ccsc1/C=N/Nc1ccc(Cl)nn1,1.2,3.7,-64.9,-1.1,2.9,-2.2,1.5,3.6,12.7,-25.1
COc1ccc(S(=O)(=O)N(NC2=NS(=O)(=O)c3ccccc32)C(=O)C(C)C)cc1,7.5,-2.9,2.8,-1.1,1.6,-3.9,0.9,-3.4,-0.6,-10.8
# (continued)
SMILES,HTR5A inv ag,HTR5A ag ctr,MOR-DOR inv ag,RTF Ca sens act,C-LANA FP,CAL PDZ FP,V-ATPase pH,Keap1-Nrf2 PPI,MOR-DOR ag,Cardiac RTF inh
CCCOc1ccc(C2/C(=C(/O)c3ccccc3)C(=O)C(=O)N2CCCN(C)C)cc1OC (configuration not stated),-18.9,5.3,19.1,-0.2,1.5,-0.2,1.8,1.7,-3.5,1.0
O=C(O)CSc1c[nH]c2ccccc12,-3.9,1.4,0.9,2.0,0.4,-4.3,-2.7,-0.2,-0.1,-11.4
CCN(C#N)c1nc(N(C)C)nc(N(C)C)n1,18.4,-0.4,11.4,-4.9,2.3,-5.0,-0.7,0.6,-2.2,4.2
Cc1cc(C)c2c(=O)n(CC(=O)Nc3cccc(Cl)c3C)sc2n1,-10.7,3.6,6.9,7.2,0.4,-4.6,-2.3,2.6,-1.4,-11.7
CC(C)c1cccc(O)c(=O)c1,-62.9,2.9,-3.1,7.5,0.6,-2.9,5.2,-3.4,0.6,-0.4
COC(=O)c1cccc(NC(=S)NCCC2=CCCCC2)c1,-28.6,4.7,-66.6,3.0,-0.5,0.6,-2.8,-1.4,11.6,-10.4
COC(=O)C1(C)NC(c2ccccc2F)C2C(=O)N(c3ccccc3)C(=O)C21 (configuration not stated),-20.4,5.5,8.2,-3.1,-1.6,-1.5,-2.4,-2.0,-1.7,-2.7
Cc1cc2nc(SCCN3CCOCC3)[nH]c2cc1C,-15.1,5.5,4.4,-1.4,-0.5,-0.7,-2.3,4.4,-0.8,-7.5
CCc1ccc2c(c1)c1nnc(NN)nc1n2CC,-4.0,-2.8,11.6,-10.7,-1.8,-1.6,4.0,-7.9,-2.2,-12.1
Cc1cnc(C(=O)Nc2ccccc2C(=O)N2CCOCC2)cn1,17.3,2.8,18.0,3.2,-0.8,-3.5,7.0,-1.4,-3.1,-4.7
CCOC(=O)c1c(NC(=O)C2COc3ccccc3O2)sc(C)c1C (configuration not stated),-10.1,2.2,6.1,-2.0,4.4,-1.9,8.7,7.9,-1.1,-11.6
O=C(CC(=O)NC1CCCCC1)N/N=C/c1cccc2ccccc12,18.8,-3.7,0.8,2.7,-0.5,-3.7,2.2,-2.1,-0.1,-15.4
Cc1ccc(-n2c(C)nc3oc4ccccc4c(=O)c3c2=O)cc1,3.0,-1.1,2.3,1.9,0.5,-10.3,-1.0,-6.2,-0.4,-11.5
CCOC(=O)c1c(N)nn(C(=O)C(C)C)c1-c1ccccc1,-16.5,-0.5,15.2,0.5,-0.4,-0.4,-2.8,2.8,-2.7,-0.7
CCOC(=O)C1CCCN(C(=O)COC(=O)C2=COCCO2)C1 (configuration not stated),-33.0,3.2,5.6,-1.2,-1.2,-1.5,-4.9,-1.4,-1.0,2.0
Cc1c(C)n(CCN(C)C)c2ccc(C(=O)OCCN(C)C)cc12,8.9,4.8,7.6,-4.9,-2.3,-4.3,2.2,-8.9,-1.5,-8.7
COc1ccc(Cn2c(CCC(=O)Nc3ccc(CC#N)cc3)nc3cccnc32)cc1,-32.2,-1.7,12.4,-6.2,1.1,0.4,-1.3,-7.7,-2.3,4.7
CCOC(=O)c1c(C)[nH]c(NC(=O)Nc2ccc(NC(C)=O)cc2)c1C,1.8,-0.5,6.0,0.5,0.7,-5.9,1.7,0.3,-1.4,-5.3
C=CCOc1ccc(/C=C/C(=O)OCC(=O)NC2CCCCCCC2)cc1,0.5,-7.9,12.5,-6.0,-0.6,nt,0.1,-0.4,-1.8,-1.5
COc1cccc(N2CC(C(=O)Nc3nnc(SCC(=O)NCC4CCCO4)s3)CC2=O)c1 (configuration not stated),-8.2,3.0,7.3,2.0,-1.6,-2.8,0.9,-1.4,-2.2,1.8
COc1cccc(C2N(c3cccc(Cl)c3)C(=O)C3CCCN32)c1OC (configuration not stated),13.7,-5.0,-1.6,7.9,0.9,nt,-2.8,-7.3,0.3,-4.3
Cc1ccc2oc(-c3cccc(NC(=S)NC(=O)/C=C/c4ccco4)c3)nc2c1,11.3,-5.2,11.1,2.5,-0.3,-0.3,2.6,-2.3,-2.2,-7.4
COc1ccc(CC(C)N2CCN(c3cccc(C(F)(F)F)c3)CC2)cc1OC (configuration not stated),-105.7,32.7*,-27.3,2.1,-0.1,-2.0,3.4,-0.9,4.8,0.8
CCOC(=O)c1sc(N2C(=O)C(O)=C(C(=O)c3ccco3)C2c2cccc(Cl)c2)nc1C (configuration not stated),-9.3,2.5,-5.8,7.7,-0.9,5.4,0.3,-4.8,1.0,-1.1
O=c1[nH][nH]c2ccccc2c1=O,nt,nt,nt,nt,4.3,-1.6,5.8,1.0,nt,nt
CCOC(=O)CNC(=O)CSc1nc(-c2ccccc2)ns1,4.7,-1.8,8.0,6.6,-1.7,-2.4,4.2,-6.1,-1.7,-15.4
CCc1ccc(C(=O)COC(=O)c2cccnc2Cl)cc1,-9.2,3.4,5.6,4.5,0.0,-0.8,-2.2,-5.5,-1.1,1.1
O=C1NC(=Nc2ccccc2Cl)S/C1=C\c1cccc([N+](=O)[O-])c1O,14.2,-3.7,12.2,-5.4,6.4,2.1,-3.2,-5.9,-2.4,8.7
O=C(NCC1CCCO1)c1ccccc1-c1nc(-c2ccccc2)no1 (configuration not stated),-4.7,1.9,14.2,-4.1,3.8,7.7,3.0,-2.3,-3.4,-5.6
CCCCC(C(=O)NC1CCCC1)N(C(=O)c1snc(C(N)=O)c1N)c1ccc(F)cc1 (configuration not stated),-28.1,2.7,-24.5,-5.1,0.5,-3.2,3.3,-4.1,4.7,-19.5

# Laid out differently: results already given
SMILES | HTR5A inv ag | HTR5A ag ctr | MOR-DOR inv ag | RTF Ca sens act | C-LANA FP | CAL PDZ FP | V-ATPase pH | Keap1-Nrf2 PPI | MOR-DOR ag | Cardiac RTF inh
CCOC(=O)c1c(N)nn(C(=O)C(C)C)c1-c1ccccc1 | -16.5 | -0.5 | 15.2 | 0.5 | -0.4 | -0.4 | -2.8 | 2.8 | -2.7 | -0.7
O=C(NCC1CCCO1)c1ccccc1-c1nc(-c2ccccc2)no1 (configuration not stated) | -4.7 | 1.9 | 14.2 | -4.1 | 3.8 | 7.7 | 3.0 | -2.3 | -3.4 | -5.6
COC(=O)c1cccc(NC(=S)NCCC2=CCCCC2)c1 | -28.6 | 4.7 | -66.6 | 3.0 | -0.5 | 0.6 | -2.8 | -1.4 | 11.6 | -10.4
CCOC(=O)c1sc(N2C(=O)C(O)=C(C(=O)c3ccco3)C2c2cccc(Cl)c2)nc1C (configuration not stated) | -9.3 | 2.5 | -5.8 | 7.7 | -0.9 | 5.4 | 0.3 | -4.8 | 1.0 | -1.1
COc1ccc(CC(C)N2CCN(c3cccc(C(F)(F)F)c3)CC2)cc1OC (configuration not stated) | -105.7 | 32.7* | -27.3 | 2.1 | -0.1 | -2.0 | 3.4 | -0.9 | 4.8 | 0.8
